Screening results deposited in PubChem by Sanford-Burnham Center for Chemical Genomics.
Scp-1 inhibitor: Scp-1 phosphatase inhibitors, primary screen, biochemical, colorimetric, uHTS. 340,000 tested, 0.88% active. inhibition, % at 20 µM. Carboxy-terminal domain RNA polymerase II polypeptide A small phosphatase 1 (Homo …. Recombinant Scp1, phosphopeptide, malachite green phosphate absorbance. AID 493091, 2011;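 active = inhibition above about 50% at 20 µM, limit read from the data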;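 also: plate controls were DMSO wells with enzyme for no effect and wells lacking enzyme for full effect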
Target sequence (Q9GZU7 76-261 limits assumed): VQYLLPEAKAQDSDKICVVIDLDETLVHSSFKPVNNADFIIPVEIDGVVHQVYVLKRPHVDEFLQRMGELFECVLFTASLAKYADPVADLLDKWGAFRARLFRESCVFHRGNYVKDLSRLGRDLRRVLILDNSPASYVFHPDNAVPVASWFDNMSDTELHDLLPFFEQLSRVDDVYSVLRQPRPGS
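Test system – truncated SCP-1 phosphatase (76-261aa) · Reagent – Phosphorylated 17-residue peptide substrate · Incubation – 45 min room-temperature reaction, 5 min colour, 30 min stabiliser · Detection – colorimetric phosphate reagent with accelerator and stabiliser, absorbance at 630 nm · Measure – % inhibition at 20 µM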
The depositor's hits bear a star. A portion of the library; count on the stated rates, not on these rows.

C=C1C(=O)O[C@@H]2C[C@@H](C)[C@@H]3C=CC(=O)[C@@]3(C)[C@@H](OC(C)=O)[C@H]12 was read as Scp-1 inhibitor 2.
Screening COC(=O)C1=C(C(=O)OC)[C@@H]2N(C)c3ccc(OC)cc3[C@@]23C[C@@H](C(=O)OC)N(C(=O)C2CCC2)C3=N1 returned Scp-1 inhibitor -11.
For Cc1cc(NC(=O)CCC(=O)N(c2cccnc2)C(C(=O)NC2CCCC2)c2ccccc2F)no1 (stereo unspecified) the results were Scp-1 inhibitor -4.
Screening CCC(=O)N1Cc2ccccc2-c2ccccc2C1=O returned Scp-1 inhibitor 0.
Screening O=c1[nH]c(SCc2ccc(Cl)cc2)nc2ccsc12 returned Scp-1 inhibitor -1.
`CC(C)c1ccc(-c2c(C#N)c(N)nc(SCC(=O)N3CCCCCC3)c2C#N)cc1` gave Scp-1 inhibitor -9.
CSCCC1NC2(C(=O)Nc3ccc(Cl)cc32)[C@@H]2C(=O)N(C3CCCC3)C(=O)[C@H]12 (stereo partly specified) was read as Scp-1 inhibitor 25.
Cc1csc2ncc(C(=O)NCc3ccc4c(c3)OCO4)c(=O)n12 was read as Scp-1 inhibitor -5.
Cc1cnn(C(=S)NCc2ccc(Cl)cc2)c1 was read as Scp-1 inhibitor -12.
Screening CCCCOC(=O)c1ccc(NC(=O)c2c(N)n(C)c(=O)[nH]c2=O)cc1 returned Scp-1 inhibitor 3.
`C/C(=N\O)c1oc2ccc3c(C)cc(=O)oc3c2c1C` gave Scp-1 inhibitor -7.
`Cc1cccc(N/C(N)=N/c2nc(CSc3ccc(Cl)cc3)cc(=O)[nH]2)c1` gave Scp-1 inhibitor 14.
`CC(C)Cn1c(N)c(C(=O)COC(=O)c2cc(C(F)(F)F)nc3ccccc23)c(=O)n(C)c1=O` gave Scp-1 inhibitor -5.
`CC(C)OC(=O)CC(NC(=O)OC(C)(C)C)c1ccccc1` (stereo unspecified) gave Scp-1 inhibitor -6.
For COc1c(Br)cc2c(C)c(C(=O)N3CCOCC3)oc2c1Br the results were Scp-1 inhibitor -4.

Already shown: an excerpt of the list.
C=C1C(=O)O[C@@H]2C[C@@H](C)[C@@H]3C=CC(=O)[C@@]3(C)[C@@H](OC(C)=O)[C@H]12 was read as Scp-1 inhibitor 2.
Screening COC(=O)C1=C(C(=O)OC)[C@@H]2N(C)c3ccc(OC)cc3[C@@]23C[C@@H](C(=O)OC)N(C(=O)C2CCC2)C3=N1 returned Scp-1 inhibitor -11.
For Cc1cc(NC(=O)CCC(=O)N(c2cccnc2)C(C(=O)NC2CCCC2)c2ccccc2F)no1 (stereo unspecified) the results were Scp-1 inhibitor -4.
Screening CCC(=O)N1Cc2ccccc2-c2ccccc2C1=O returned Scp-1 inhibitor 0.

Additional entries.
Screening COc1ccc(C)cc1NC(=O)CCC(=O)Nc1ccc2nc(N3CCN(C)CC3)cc(C)c2c1 returned Scp-1 inhibitor -2.
CSCCC1NC(=O)NC1=O (stereo unspecified) was read as Scp-1 inhibitor -2.
`CCc1ccc(-n2c(SCC(=O)Nc3ccc(C(=O)O)cc3)nnc2-c2ccncc2)cc1` gave Scp-1 inhibitor 16.
`CC(=O)c1ccc(O[C@@H]2O[C@H](CO)[C@@H](O)[C@H](O)[C@H]2O)cc1` gave Scp-1 inhibitor 3.
`O=C(O)c1ccc2c3n(nc2c1)-c1ccc(Cl)cc1CO3` gave Scp-1 inhibitor 7.
NC(=O)c1c(-c2cccs2)csc1N was read as Scp-1 inhibitor -2.
For O=C(CNc1n[nH]c(=O)[nH]c1=O)N/N=C/c1ccccc1 the results were Scp-1 inhibitor -2.
For Cn1c(N)c(C(=O)COC(=O)c2cc(C(F)(F)F)nc3ccccc23)c(=O)n(Cc2ccccc2)c1=O the results were Scp-1 inhibitor -11.
For COc1ccc(-c2ccnc3nc(/N=C/N(C)C)nn23)cc1 the results were Scp-1 inhibitor -4.
CC(c1ccco1)N(C(=O)c1ccc(Cl)s1)c1ccccn1 (stereo unspecified) was read as Scp-1 inhibitor -5.
Cc1cc(C(=O)COC(=O)CCc2nc3ccccc3c(=O)[nH]2)c(C)n1CC1CCCO1 (stereo unspecified) was read as Scp-1 inhibitor 1.
COc1ccccc1-c1nnc(NC(=O)c2ccc(S(=O)(=O)N(C)Cc3ccccc3)cc2)o1 was read as Scp-1 inhibitor -19.
Screening Cc1ccc(C)c(N2CCN(C(=O)CC3Sc4ccccc4NC3=O)CC2)c1 (stereo unspecified) returned Scp-1 inhibitor -2.
For CCOc1ccc(C(=O)N(CN2CCCC2=O)c2ccc(C)cc2)cc1 the results were Scp-1 inhibitor -10.
For CCCc1nc2c(C)cc(-c3nc4ccccc4n3C)cc2n1Cc1ccc(-c2ccccc2C(=O)O)cc1 the results were Scp-1 inhibitor -6.

Pulled by structure from the list above (four):
CSCCC1NC(=O)NC1=O (stereo unspecified) was read as Scp-1 inhibitor -2.
Cc1cc(C(=O)COC(=O)CCc2nc3ccccc3c(=O)[nH]2)c(C)n1CC1CCCO1 (stereo unspecified) was read as Scp-1 inhibitor 1.
NC(=O)c1c(-c2cccs2)csc1N was read as Scp-1 inhibitor -2.
Screening Cc1ccc(C)c(N2CCN(C(=O)CC3Sc4ccccc4NC3=O)CC2)c1 (stereo unspecified) returned Scp-1 inhibitor -2.

(more compounds)
For O=C(O)c1coc2ccccc12 the results were Scp-1 inhibitor -4.
For Cc1cc(-c2n[nH]c(=S)o2)c(C)n1-c1ccccc1 the results were Scp-1 inhibitor -5.
CCOC(=O)c1cnc(-n2nc(C)cc2C)nc1NNc1ncc(-c2ccccc2)cn1 was read as Scp-1 inhibitor -3.
`O[C@@H]1COC(Nc2ccc(N=Nc3ccccc3)cc2)C[C@@H]1O` (stereo partly specified) gave Scp-1 inhibitor 34.
CC[n+]1c(/C=C/c2c[nH]c3ccccc23)ccc2cc(C)ccc21 was read as Scp-1 inhibitor 68*.
For C/C=C\C=C\C(=O)Nc1cccc(C2=NOC3(C2)C[C@H](C(N)=O)N(C(=O)c2ccccc2C(=O)c2ccccc2)C3)c1 (stereo partly specified) the results were Scp-1 inhibitor -5.
For Cc1nn(-c2ccccc2)c(Cl)c1/C=N/NC(=O)CCNc1n[nH]c(=O)[nH]c1=O the results were Scp-1 inhibitor 3.
For Cc1cc(OCCN2CCCCC2)nc2ccccc12 the results were Scp-1 inhibitor -6.
Screening C[C@@H](C(=O)Nc1ccc2ccccc2c1)[C@H]1C[C@]1(C)[C@H](NC(=O)c1cccnc1)c1ccccc1 returned Scp-1 inhibitor -8.
O=C(Nc1nc2ccc(F)cc2s1)c1ccccn1 was read as Scp-1 inhibitor -3.
`O=C1c2ccc(-c3nc4ccccc4o3)cc2C(=O)N1Cc1cccnc1` gave Scp-1 inhibitor 0.
For CCN(CC)CCN1C(=O)C(O)=C(C(=O)c2cc3cccc(OC)c3o2)C1c1cccs1 (stereo unspecified) the results were Scp-1 inhibitor -10.
Screening COc1ccc2[nH]c3c(NCc4ccco4)ncnc3c2c1 returned Scp-1 inhibitor 1.
Screening COC(=O)[C@@]1(Cc2ccc(OC)cc2)[C@@H]2C(=CC(=O)[C@H]2CC(=O)C(=O)N(C)C)CN1C(=O)c1ccccc1 returned Scp-1 inhibitor -8.
Screening C=CCOc1ccccc1/C=c1\sc2nc(-c3oc4ccccc4c3C)nn2c1=O returned Scp-1 inhibitor -8.

Overlap with the part before: two entries; new compounds follow.
Screening COC(=O)[C@@]1(Cc2ccc(OC)cc2)[C@@H]2C(=CC(=O)[C@H]2CC(=O)C(=O)N(C)C)CN1C(=O)c1ccccc1 returned Scp-1 inhibitor -8.
Screening C=CCOc1ccccc1/C=c1\sc2nc(-c3oc4ccccc4c3C)nn2c1=O returned Scp-1 inhibitor -8.
For COc1ccc(/C=C/c2c(-c3cccc(C)c3)oc3ccc(-c4ccc5c(c4)OCO5)cc23)cc1 the results were Scp-1 inhibitor 8.
Screening O=C1/C(=C\c2cccnc2)CN(Cc2ccccc2)C/C1=C\c1cccnc1 returned Scp-1 inhibitor -4.
For Cc1ccccc1/C=C/C(=O)c1ccc([N+](=O)[O-])o1 the results were Scp-1 inhibitor -10.
For COC(=O)[C@@]1(Cc2ccc(F)cc2)[C@H]2c3cc(C(=O)N(C)C)n(CCSCCO)c3C[C@H]2CN1C(=O)c1ccccc1 the results were Scp-1 inhibitor -3.
`COc1cc2c(cc1OC)C(C(=O)NCC1COc3ccccc3O1)C(c1cccnc1)N(C)C2=O` (stereo unspecified) gave Scp-1 inhibitor 0.
O=c1[nH][nH]c(=S)n1C1CCCCC1 was read as Scp-1 inhibitor 72*.
`Cc1ccc(NC(=O)c2cccc(S(=O)(=O)Nc3c(C)n(C)n(-c4ccccc4)c3=O)c2)cc1C` gave Scp-1 inhibitor -2.
Screening COc1ccccc1N1CCN(C(=O)CSc2ncnc3c2cnn3-c2ccc(C)c(C)c2)CC1 returned Scp-1 inhibitor -1.
`CCCCCCCC#Cc1ccccc1/C=N/S(=O)c1ccc(C)cc1` (stereo unspecified) gave Scp-1 inhibitor 9.
Screening COc1ccc2c(c1)O[C@H](c1ccc3c(c1)OCO3)[C@@H](OC(=O)N[C@H]1CCCc3ccccc31)C2=O returned Scp-1 inhibitor -9.
For O=C1NC2(CCCC2)C(=O)N1Cc1cc(=O)n2ccsc2n1 the results were Scp-1 inhibitor 3.
CCc1c(C)sc2nc(C(C)C)nc(SCC(=O)N3CCc4ccccc4C3)c12 was read as Scp-1 inhibitor 1.
Screening COc1ccc2cc1Oc1ccc(cc1)C[C@H]1c3cc(c(OC)cc3CCN1C)Oc1c(O)c(OC)cc3c1[C@H](C2)N(C)CC3 returned Scp-1 inhibitor -6.
CCCCCC(=O)Cc1cc(O)cc2c1C(=O)Oc1cc(O)c(C(=O)O)c(CCCCC)c1O2 was read as Scp-1 inhibitor -7.
For Nc1sccc1C(=O)c1ccccc1 the results were Scp-1 inhibitor 1.
O=C(NCCC1=CCCCC1)C1CCN(S(=O)(=O)c2cccc3nonc23)CC1 was read as Scp-1 inhibitor 2.
For COc1cc(/C=C2\C(=O)ON=C2c2ccc(Cl)cc2)ccc1O the results were Scp-1 inhibitor -1.
For NNC(=O)c1ccccc1CO the results were Scp-1 inhibitor -4.
Screening CCOc1cc(C(=O)OCc2ccc(C(=O)OC)o2)cc(Br)c1OC returned Scp-1 inhibitor -8.
Screening N#C/C(=C\c1cccc2ccccc12)c1nn(-c2ccccc2)c(N)c1C#N returned Scp-1 inhibitor -8.
Screening CC(=O)Nc1ccc(NC(=O)Cn2cnc3c(cnn3C(C)(C)C)c2=O)cc1 returned Scp-1 inhibitor 8.
`CN1N=C(C(C)(C)C)CC1=O` gave Scp-1 inhibitor -18.
Screening O=C1c2ccccc2NC(c2ccc(Br)s2)N1O (stereo unspecified) returned Scp-1 inhibitor -4.
For Cc1ccc2cccc(NS(=O)(=O)c3ccccc3)c2n1 the results were Scp-1 inhibitor -7.
O=S(=O)(Nc1cc(Sc2cccc3cccnc23)c(O)c2ccccc12)c1ccc(F)cc1 was read as Scp-1 inhibitor 5.
`C=C[C@H]1[C@H](OC2OC(CO)C(O)C(O)C2O)OC=C(C(=O)OC)[C@H]1C[C@H]1CC(=O)C[C@H](CC(=O)CCc2ccc(O)cc2)O1` (stereo partly specified) gave Scp-1 inhibitor -1.
CCc1ncc(C)[nH]1 was read as Scp-1 inhibitor -6.
Screening COc1ccc(N2C(=O)CCC(C(=O)N(C)C3CCCCC3)C2c2ccc(OC)c(OC)c2)cc1 (stereo unspecified) returned Scp-1 inhibitor -3.
For Cc1cc(C)c(-n2c(C)cc(/C=C3/NC(=O)NC3=O)c2C)c(C)c1 the results were Scp-1 inhibitor -11.
CCn1cc(C(=O)O)c(=O)c2cnc(N3CCN(C(=S)NC(=O)c4ccc(Cl)cc4)CC3)nc21 was read as Scp-1 inhibitor -14.
COc1cc(OC)c(/C=C2\C(=O)Nc3ccccc32)c(OC)c1 was read as Scp-1 inhibitor -1.
CCCCCCCCCCCCOC(=O)C[N+](C)(C)C was read as Scp-1 inhibitor 8.
`Cc1nn(Cc2ccccc2)c(C)c1NC(=O)CSc1nc2sc3c(c2c(=O)n1C)CCC3` gave Scp-1 inhibitor 3.
For CCN1C[C@@H]2[C@@H]3C(=O)N(C)C(=O)[C@@H]3[C@](CC)(C1=O)N2C(=O)c1ccc(C(F)(F)F)cc1 the results were Scp-1 inhibitor -5.
CC(=O)C1=C(C)NC(SCSc2ccccc2)=C(C#N)C1c1cccnc1 (stereo unspecified) was read as Scp-1 inhibitor -8.
For CC(C)=CCc1c2c(c(O)c3c(=O)c4c(oc13)-c1cc(O)c(O)cc1OC4C=C(C)C)C=CC(C)(C)O2 (stereo unspecified) the results were Scp-1 inhibitor 15.
`CCN(CC)c1ccc2cc(C(N)=O)/c(=N\NC(=O)c3ccncc3)oc2c1` gave Scp-1 inhibitor 1.
Screening O=[N+]([O-])c1cc(CN2CCOCC2)c2cccnc2c1O returned Scp-1 inhibitor 66*.
Screening O=C(c1cc(NC(=O)C23CC4CC(CC(C4)C2)C3)cc(NC(=O)C23CC4CC(CC(C4)C2)C3)c1)N1CCCCC1 returned Scp-1 inhibitor 2.
`COc1ccc(OC)c(CC(NC(C)=O)C(=O)NC2CCN(c3nnnn3-c3ccccc3)CC2)c1` (stereo unspecified) gave Scp-1 inhibitor -4.
For COC(=O)C1=C(C)N(Cc2ccccc2)C(=NCCCCO)N[C@H]1c1ccccc1 the results were Scp-1 inhibitor 4.
Screening CCCc1cc(=O)[nH]c(/N=C(/NC(=O)c2ccccc2)Nc2ccc3c(c2)OCCO3)n1 returned Scp-1 inhibitor -2.
`O=C(COc1ccc(Br)cc1)Nc1nnc(-c2cccnc2)s1` gave Scp-1 inhibitor -7.
C#CCOCCOCCOCCNc1nc(N2CCN(C(=O)CCCCCCCCCCNC(=O)[C@H](CCCCN)n3cc(C)nn3)CC2)nc(N2CCN(C(=O)CCCCCCCCCCNC(=O)[C@H](CO)n3cc(CCCSC)nn3)CC2)n1 was read as Scp-1 inhibitor 27.
`COC(=O)c1[nH]c2ccc(Cl)cc2c1NC(=O)CN1CCC(C(N)=O)CC1` gave Scp-1 inhibitor 11.
CCn1c(SCC(=O)Nc2ccccc2)nc2nc3c(cc2c1=O)COC(C)(C)C3 was read as Scp-1 inhibitor -3.
